Integrin act MD = activators of alpha7 integrin expression for muscular dystrophy; Potency, µM (highest dose often 38.3 µM), inactives show at the highest dose activation, usual class: activators; alpha7betagal myoblasts, beta-gal FDG fluorescence, 48 h; 350,000 compounds, 0.064% hits;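 also: potency is read from the fitted curve at half-maximal effect; 100% = response of the positive control SU9516; nearly all actives have a fitted effect of over 60% in size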
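Alpha7betagal+/- myoblasts (passage 13) were plated 16-24 hr, then exposed to compounds (1:260 dilution of DMSO stock) for 48 hours at 37C. After MPER lysis, β-galactosidase reporter activity was read as FDG fluorescence (ex 480/em 540) after 30 minutes.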
MBNL1 CUG block = inhibitors of human MBNL1 binding to CUG repeat RNA; TR-FRET MBNL1-His/biotin-(CUG)12 binding, 665/545 ratio; Potency, µM (highest dose often 57.5 µM), without a hit: at the highest dose activity change, negative = inhibition, actives largely listed as inhibitors; 280,000 compounds, 0.036% hits; active = well fitted inhibition curve with a large enough effect in the signal ratio, with a control signal flat, not every such curve was filed as active; inconclusive = small, poorly fitted or top-dose-only effect, or effect the other way, or a change in a side signal; inactive = no such curve, though single readings can be large or run the other way; the % refers to the signal ratio; also: potency is read from the fitted curve at half-maximal effect; % is scaled to controls: 0 for no effect and ±100 for the full control effect
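Inhibition of protein-RNA binding appears as loss of TR-FRET between terbium anti-His antibody on MBNL1-His and streptavidin-XL665 on biotin-(CUG)12. Activity is normalized to buffer-only and uninhibited-complex controls.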
Mito fusion yeast = mitochondrial division inhibition or fusion activation. S. cerevisiae fusion-defective mutant growth rescue, CellTiterGlo 48 h. Potency, µM (doses to about 46.1 µM), for inactives: top-dose growth rescue (activation), most hits filed as activators. 320,000 compounds, 0.23% hits. AID 485298;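 also: potency is read from the fitted curve at half-maximal effect; % of control where 0% means no effect; nearly all actives have a fitted effect of over 45% in size; temperature-sensitive fusion mutants such as fzo1-1 at 37 °C on non-fermentable ethanol glycerol medium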
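Compounds are tested for their ability to restore growth of mitochondrial fusion-defective yeast strains at non-permissive 37C in YPEG medium over 48 hours. Viability is quantified by luciferase luminescence.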
TCR act = activates T cell receptor signaling. primary human leukocytes, anti-CD3, IL-2 HTRF, 48 h. Potency, µM (top dose mostly 9.22 µM), inactives show top-dose activation of IL-2 secretion, most hits filed as activators. 330,000 tested, under 10 active. AID 504894; also: % of control where 0% means no effect
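Primary human leukocytes incubated 48 hr with anti-CD3 beads plus compound, without co-stimulation. Secreted IL-2 measured by HTRF (europium cryptate/d2 anti-IL-2 pair, 320 nm excitation, 665 nm emission).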
PTAP TSG101 blk = blocks PTAP/TSG101 interaction to inhibit HIV-1 budding. Q99816. Fluorescence polarization, FITC-PTAP peptide / Tsg101 binding. Potency, µM (doses to about 115 µM), inactives show at the top dose activity change, negative = inhibition, actives largely listed as inhibitors. 340,000 tested, under 10 active; active = well fitted inhibition curve with a large enough effect in the main read-out, with a control signal flat, not every such curve was filed as active; inconclusive = small, poorly fitted or top-dose-only effect, or effect the other way, or a change in a side signal; inactive = no such curve, though single readings can be large or run the other way; also: potency is read from the fitted curve at half-maximal effect; % of control where 0% means no effect
Target sequence (Q99816 whole entry, looked up): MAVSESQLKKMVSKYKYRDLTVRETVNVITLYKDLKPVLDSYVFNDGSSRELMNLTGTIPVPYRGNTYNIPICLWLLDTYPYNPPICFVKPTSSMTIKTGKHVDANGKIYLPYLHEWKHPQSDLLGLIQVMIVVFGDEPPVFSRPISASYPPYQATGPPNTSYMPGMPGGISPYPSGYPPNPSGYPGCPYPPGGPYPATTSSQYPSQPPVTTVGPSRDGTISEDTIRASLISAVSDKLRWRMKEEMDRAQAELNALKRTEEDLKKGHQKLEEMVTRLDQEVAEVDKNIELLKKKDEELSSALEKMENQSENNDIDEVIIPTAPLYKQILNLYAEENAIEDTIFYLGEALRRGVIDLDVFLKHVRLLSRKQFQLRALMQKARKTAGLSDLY
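Steps: Tsg101 binding domain dispensed (10 uM final), compounds pinned in DMSO, FITC-labeled PTAP-motif peptide added (50 nM final); after 20 min binding at room temperature, polarization measured.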
MLL CXXC-DNA inh = inhibitors of human MLL CXXC domain-DNA interaction; MLL-CXXC / FITC-HOXA9 DNA fluorescence polarization; Potency, µM (highest dose often 115 µM), inactives show top-dose activity change, negative = inhibition, usual class: inhibitors; Q03164; 290,000 compounds, 0.037% hits; active = well fitted inhibition curve with a large enough effect in the polarisation, with a control signal flat, not every such curve was filed as active; inconclusive = small, poorly fitted or top-dose-only effect, or effect the other way, or a change in a side signal; inactive = no such curve, though single readings can be large or run the other way; the % refers to the polarisation; also: potency is read from the fitted curve at half-maximal effect
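Steps: dispense CXXC domain solution (7 uM) → pin compounds or unlabeled HOX-A9 DNA control → 5 min ambient → add FLSN-HOX-A9 solution (50 nM) → spin → 30 min ambient → fluorescence polarization. Tris pH 7.5/NaCl/DTT/BSA buffer.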
AT treatment = potential ataxia-telangiectasia treatments restoring KAP-1 phosphorylation; Potency, µM (top dose mostly 57.5 µM), inactives show at the highest dose activation, most hits filed as activators; AID 485349; 320,000 compounds, 0.19% hits; […] A-T fibroblasts, KAP-1 phosphorylation AlphaLISA; neocarzinostatin DNA damage 30 min before lysis; also: potency is read from the fitted curve at half-maximal effect; % of control where 0% means no effect; nearly all actives have a fitted effect of over 45% in size
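hTERT-immortalized A-T patient fibroblasts ([…]), 500 cells/well in OPTI-MEM, 1% FBS, got compounds for 60 min, then NCS for 30 min at 37C. Lysates were then assayed for phospho-KAP-1 by AlphaLISA (anti-pKAP1 donor, anti-KAP1 acceptor beads), 6 hr at 25C.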
ASM inhibitor = inhibitors of human secretory acid sphingomyelinase. P17405. placental ASM, HMU-PC fluorogenic substrate, 60 min. Potency, µM (doses to about 57.5 µM), without a hit: at the top dose activity change, negative = inhibition, usual class: inhibitors. 340,000 compounds, 0.006% hits; also: potency is read from the fitted curve at half-maximal effect
Target sequence (P17405 47-631 limits assumed): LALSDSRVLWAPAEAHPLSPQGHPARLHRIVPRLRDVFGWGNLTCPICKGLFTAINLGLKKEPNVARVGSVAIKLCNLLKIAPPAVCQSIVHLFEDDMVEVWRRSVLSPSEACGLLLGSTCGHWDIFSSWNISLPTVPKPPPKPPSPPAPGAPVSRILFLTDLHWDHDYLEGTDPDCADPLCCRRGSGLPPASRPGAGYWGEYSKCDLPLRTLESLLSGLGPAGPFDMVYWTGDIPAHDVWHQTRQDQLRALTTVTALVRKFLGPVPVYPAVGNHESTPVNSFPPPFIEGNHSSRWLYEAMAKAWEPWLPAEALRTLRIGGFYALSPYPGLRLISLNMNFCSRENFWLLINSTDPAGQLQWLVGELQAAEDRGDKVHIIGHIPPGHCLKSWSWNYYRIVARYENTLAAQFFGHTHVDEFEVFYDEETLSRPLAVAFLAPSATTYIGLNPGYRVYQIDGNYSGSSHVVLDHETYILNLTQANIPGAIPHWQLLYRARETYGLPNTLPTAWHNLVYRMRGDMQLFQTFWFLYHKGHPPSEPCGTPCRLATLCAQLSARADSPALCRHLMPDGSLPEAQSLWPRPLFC
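Human placenta-derived ASM enzyme was preincubated with compound for 10 minutes at room temperature, then given fluorogenic substrate HMU-PC0 (9 uM final) for 60 minutes at 37 °C; a pH 10 stop preceded fluorescence reading at Ex 386/Em 447 nm.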
Menin MLL FP TR = menin-MLL binding inhibition, Texas Red mutant peptide | O00255 | Menin + Texas Red MLL mutant peptide, fluorescence polarization | Potency, µM (doses to about 61.6 µM), for the others: top-dose FP activity change, negative = inhibition, most hits filed as inhibitors | 270,000 compounds, 0.23% hits | AID 1768; active = well fitted inhibition curve with a large enough effect in the polarisation, with a control signal flat, not every such curve was filed as active; inconclusive = small, poorly fitted or top-dose-only effect, or effect the other way, or a change in a side signal; inactive = no such curve, though single readings can be large or run the other way; the % refers to the polarisation; also: potency is read from the fitted curve at half-maximal effect; % of control where 0% means no effect; many of its hits are not listed in these tables
TSHR antagonist = blocks TSH signaling through the human TSH receptor | P16473 | activity change, negative = inhibition, % at 11.5 µM | TSHR-expressing cells, TSH-stimulated cAMP HTRF, 2 h; active compounds read low | 330,000 compounds, 0.2% hits;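 active = activity change below a set negative limit, meaning inhibition stronger than a set level, cut at about -70% in these data; inconclusive = activity change between two set negative limits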; also: % is scaled to controls: 0 for no effect and ±100 for the full control effect
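Antagonism was scored as loss of TSH-driven cAMP in TSHR cells, stimulated with 4nM TSH (EC80) for 2 hours at 37 deg C and detected by homogeneous HTRF competition immunoassay.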
* marks the source's active call; other numbers are inactive results; ? = inconclusive; · = no result given; [ ] = remark or other dose. Unless noted, calls follow the shape of the dose curve; as a rule, active = well fitted curve in the direction sought with a large enough effect; inconclusive = small, poorly fitted or top-dose-only effect, or another doubt; inactive = no such curve, though single readings can be large; an effect the other way counts as inactive or inconclusive. An excerpt; rates above refer to the full screens.

# | mol | Integrin act MD | MBNL1 CUG block | Mito fusion yeast | TCR act | PTAP TSG101 blk | MLL CXXC-DNA inh | AT treatment | ASM inhibitor | Menin MLL FP TR | TSHR antagonist
1 | Cc1ccc(Br)cc1S(=O)(=O)N1CCN(c2ccccc2)CC1 | -23% | 1% | 14% | 0% | 0% | 15% | 11% | -5% | -1% | -8
2 | CN(C)C(=S)SCC(=O)NCc1ccc(F)cc1 | -5% | 1% | -3% | -2% | -6% | 9% | 0% | 11% | 0% | 2
3 | c1ccc(Oc2cccc(OCCCCN3CCCC3)c2)cc1 | -59%[inhibitor] | -2% | -5% | -1%[46.1 µM] | 0% | 11% | -3% | 1% | -6% | 9
4 | Cc1cccc(N2CC(C(=O)Nc3ccc4c(c3)OCCO4)CC2=O)c1C (configuration not stated) | 24% | -3% | 1% | -7% | -1% | -3% | 12% | 3% | 0% | 1
5 | Cc1ccc(N2CC(C(=O)Nc3ccc(S(=O)(=O)N4CCCC4)cc3)CC2=O)cc1 (configuration not stated) | -2% | -6% | -2% | -5% | 0% | 5% | 2% | -25% | 28% | -12
6 | COC(=O)NNC(=O)CCCOc1ccc(Cl)cc1Cl | 23% | · | -2% | -7%[46.1 µM] | -4% | 0% | 4% | 4% | -2% | -3
7 | O=C(CSc1nc2ccccc2[nH]1)Nc1ccc(N2CCOCC2)cc1 | -13% | -4% | -1% | -4% | -1% | -5% | 8% | -3% | · | 4
8 | Cc1cc(C)c(C(=O)OCC(=O)NC(=O)c2ccccc2)c(C)c1 | -14% | · | 1% | 2% | -3% | · | 14% | 1% | · | -15
9 | COc1cccc(-n2c(C)n[nH]c2=O)c1 | -27% | -3% | 1% | · | -5% | 6% | 1% | -3% | 30% | -2
10 | CC(NC(=O)C1=CC=CN2CCS(=O)(=O)N=C12)c1ccc(Cl)c(Cl)c1 (configuration not stated) | -1% | · | · | 3% | -8% | · | 9% | 12% | · | -7
11 | CC1(C)C(C=C(Cl)Cl)C1C(=O)N(Cc1ccc(Cl)cc1)C1CCS(=O)(=O)C1 (configuration not stated) | ? | -2% | 23% | -7%[46.1 µM] | -4% | 7% | -2% | -7% | 12% | 1
12 | Fc1ccccc1C1c2[nH]c3ccccc3c2CCN1Cc1ccoc1 (configuration not stated) | -3% | 5% | 24% | 0% | 0% | -5% | -1% | 5% | 38%[activator] | 8
13 | O=C(NCc1ccco1)/C(=C/c1cccc(C(F)(F)F)c1)c1nc2ccccc2[nH]1 | -31% | 4% | 5% | -7%[46.1 µM] | 2% | 17% | 13% | 23% | 14% | 5
14 | CC(c1ccon1)N(C)C(=O)CCc1nnc(Cc2ccc(-c3ccccc3)cc2)o1 (configuration not stated) | -15% | 17% | -4% | 5% | -1% | 0% | 1% | 1% | -16% | -1
15 | COc1ccc(NC(=O)CCC(=O)c2ccc(-c3ccccc3)cc2)cc1 | 0% | -3% | -5% | -10% | -1% | 4% | -2% | 0% | 31%[activator] | 11
16 | COCCn1nnnc1CN(CCc1ccc(OC)c(OC)c1)Cc1cc2ccc(C)cc2[nH]c1=O | -17% | 24% | 3% | 6% | 0% | -9% | 10% | 0% | -12% | 1
17 | O=C(NN=Cc1ccc2c(c1)OCO2)C1CC1 | 14% | · | · | 5% | 0% | · | · | 0% | · | ·
18 | Cc1ccc(NC(=O)NNC(=O)COc2ccc3ccccc3c2)cc1 | 16% | 109%[activator] | 1% | 0% | -4% | -2% | -13% | 5% | · | 21
19 | CC(C)C(OC(=O)c1ccco1)C(=O)NC1CCCC1 (configuration not stated) | -28% | -6% | 4% | 3% | 2% | 4% | 5% | 2% | 0% | -4
20 | CCOC(=O)C(C)Sc1nc(-c2ccc(OC)cc2)nc2c1c(=O)n(C)c(=O)n2C (configuration not stated) | · | 0% | 2% | · | · | 6% | 4% | · | -2% | -5
21 | CCOC(=O)Cc1csc(Nc2ccc(Cl)cc2)n1 | 15% | -10% | -4% | 0%[46.1 µM] | -3% | -1% | -10% | -5% | 26% | -2
22 | COc1ccc(CCNS(=O)(=O)c2cc(C(=O)O)c(Cl)cc2Cl)cc1 | -11% | 4% | 1% | -1% | -1% | 9% | 2% | 6% | -11% | -3
23 | Cc1ccnc(NS(=O)(=O)c2ccc(NC(=O)CSc3nc(-c4ccccc4)cc(=O)[nH]3)cc2)n1 | -7% | -4% | 1% | -5% | -7% | -2% | -5% | 0% | -20% | -5
24 | Cc1cc(C(=O)Nc2cc(C(C)(C)C)on2)c(C)o1 | 1% | -9% | -2% | 0% | -2% | 1% | 4% | 3% | · | -14
25 | O=C(COC(=O)Cc1cccs1)Nc1ccc(OC(F)(F)F)cc1 | 23% | · | -3% | -2% | -3% | · | 1% | 9% | · | 4
26 | CC[C@@]1(C(=O)OC)N[C@H](CN(C)S(=O)(=O)c2ccc(OC(F)(F)F)cc2)[C@@H]2C(=O)N(C)C(=O)[C@@H]21 | 14% | · | · | -3% | 1% | · | 3% | 5% | · | -11
27 | CC1=C(C)CC(C(=O)N2CCN(Cc3ccc4c(c3)OCO4)CC2)C(C(=O)O)C1 (configuration not stated) | 0% | 2% | -2% | 3% | -3% | -7% | 1% | 6% | 8% | -1
28 | CCOc1ccc(NC(=O)C2CCN(S(=O)(=O)c3c(C)n[nH]c3C)CC2)cc1 | -4% | -5% | -4% | -1% | -7% | 0% | 1% | -1% | 11% | 0
29 | CCCC(=O)NC(C)c1nc2ccccc2n1C(C)C (configuration not stated) | -10% | -5% | -6% | 2% | -3% | -7% | -11% | 6% | 4% | 5
30 | Cc1cc2c(c(SCC(N)=O)n1)C(=O)OC2 | 22% | · | -1% | 4% | -1% | 4% | 3% | -10% | -13% | -2
31 | COc1cccc(-c2cc(C(F)(F)F)nc(N3CCC(C)CC3)n2)c1 | 6% | -6% | 1% | 4% | -3% | 2% | -3% | 19% | -11% | -3
32 | O=C(Cc1cccc(NC(=O)C2CCN(C(=O)C3CC3)CC2)c1)Nc1cccc(C(=O)N2CCOCC2)c1 | 6% | · | · | 7% | 0% | · | · | 2% | · | ·
33 | O=C(CSc1nc(-c2ccccc2)ns1)N1CCOCC1 | 20% | 6% | -21% | 6% | -12% | -1% | 2% | -3% | 3% | 4
34 | CN1CCN(C(=O)c2ccc(C3SCC(=O)N3Cc3ccco3)cc2)CC1 (configuration not stated) | -3% | -9% | 1% | 7% | 3% | 9% | -5% | -3% | 3% | 3
35 | Brc1ccc(C2C3=C(Nc4ncnn42)c2ccccc2OC3c2ccncc2)cc1 (configuration not stated) | 3% | 5% | 9% | 2% | 4% | 12% | 4% | 195%[activator] | 0% | 15
36 | N#C/C(=C1\CCCN1)c1nc(-c2ccccc2)cs1 | 18% | 11% | 9% | 4% | -1% | 12% | 0% | -11% | 34%[activator] | -7
37 | Cc1cc(-c2cccc([N+](=O)[O-])c2)nc2ccccc12 | -30% | 60%[activator] | -3% | 6%[46.1 µM] | 0% | -8% | 2% | -5% | 14% | -5
38 | COc1cccc(NS(=O)(=O)c2c(C)nc3sccn3c2=O)c1 | 20% | 14% | 3% | -1% | -2% | · | -2% | -1% | -5% | -11
39 | Cc1oc(-c2ccccc2)nc1Cn1cccc1C1=NC(c2ccccc2)CO1 (configuration not stated) | 20% | 6% | -3% | -3% | 0% | 7% | 10% | -8% | ? | -13
40 | CC(=O)COc1cc(C)cc2oc(=O)cc(-c3ccccc3)c12 | -10% | 1% | 0% | -2% | 0% | -3% | 9% | 5% | -6% | 6
41 | O=C(c1cccc(F)c1)N1CCCc2ccccc21 | 22% | -3% | 1% | -5% | -6% | 3% | 0% | 2% | -8% | -9
42 | Cc1ccc2nc(NC(=O)CN3C(=O)NC4(CCCC4)C3=O)sc2c1 | -4% | · | -2% | -1% | -1% | · | 0% | · | · | 10
43 | CCOC(=O)CSC1=C(C#N)C(c2ccccc2)C(C(C)=O)=C(C)N1 (configuration not stated) | 30% | -6% | 9% | · | -12% | 1% | -4% | 8% | -1% | 2
44 | COc1ccc(CNC(=O)CN2C(=O)NC3(CCCc4sccc43)C2=O)cc1OC (configuration not stated) | 0% | · | -2% | -9% | -15% | · | -1% | 5% | · | 49
45 | NS(=O)(=O)c1ccc(CCNC(c2ccccc2)c2ccccc2)cc1 | -123%[inhibitor] | 3% | 2% | -2% | -4% | -1% | 4% | 0% | 2% | 3
46 | CCN(CC(=O)NCc1cccs1)C(=O)c1ccc(S(=O)(=O)Nc2ccccc2OC)cc1 | 6% | · | 4% | 8% | 0% | · | -8% | 5% | · | -10

Source: PubChem BioAssay
